TcdB GH inh – blocks C. difficile toxin B glycohydrolase activity; inhibition, % at 9.99 µM; TcdB glycohydrolase enzymatic assay, plate reader; 350,000 tested, 0.24% active; AID 652162; P18177; in the data active = inhibition above about 10%
Target sequence (P18177 whole entry, looked up): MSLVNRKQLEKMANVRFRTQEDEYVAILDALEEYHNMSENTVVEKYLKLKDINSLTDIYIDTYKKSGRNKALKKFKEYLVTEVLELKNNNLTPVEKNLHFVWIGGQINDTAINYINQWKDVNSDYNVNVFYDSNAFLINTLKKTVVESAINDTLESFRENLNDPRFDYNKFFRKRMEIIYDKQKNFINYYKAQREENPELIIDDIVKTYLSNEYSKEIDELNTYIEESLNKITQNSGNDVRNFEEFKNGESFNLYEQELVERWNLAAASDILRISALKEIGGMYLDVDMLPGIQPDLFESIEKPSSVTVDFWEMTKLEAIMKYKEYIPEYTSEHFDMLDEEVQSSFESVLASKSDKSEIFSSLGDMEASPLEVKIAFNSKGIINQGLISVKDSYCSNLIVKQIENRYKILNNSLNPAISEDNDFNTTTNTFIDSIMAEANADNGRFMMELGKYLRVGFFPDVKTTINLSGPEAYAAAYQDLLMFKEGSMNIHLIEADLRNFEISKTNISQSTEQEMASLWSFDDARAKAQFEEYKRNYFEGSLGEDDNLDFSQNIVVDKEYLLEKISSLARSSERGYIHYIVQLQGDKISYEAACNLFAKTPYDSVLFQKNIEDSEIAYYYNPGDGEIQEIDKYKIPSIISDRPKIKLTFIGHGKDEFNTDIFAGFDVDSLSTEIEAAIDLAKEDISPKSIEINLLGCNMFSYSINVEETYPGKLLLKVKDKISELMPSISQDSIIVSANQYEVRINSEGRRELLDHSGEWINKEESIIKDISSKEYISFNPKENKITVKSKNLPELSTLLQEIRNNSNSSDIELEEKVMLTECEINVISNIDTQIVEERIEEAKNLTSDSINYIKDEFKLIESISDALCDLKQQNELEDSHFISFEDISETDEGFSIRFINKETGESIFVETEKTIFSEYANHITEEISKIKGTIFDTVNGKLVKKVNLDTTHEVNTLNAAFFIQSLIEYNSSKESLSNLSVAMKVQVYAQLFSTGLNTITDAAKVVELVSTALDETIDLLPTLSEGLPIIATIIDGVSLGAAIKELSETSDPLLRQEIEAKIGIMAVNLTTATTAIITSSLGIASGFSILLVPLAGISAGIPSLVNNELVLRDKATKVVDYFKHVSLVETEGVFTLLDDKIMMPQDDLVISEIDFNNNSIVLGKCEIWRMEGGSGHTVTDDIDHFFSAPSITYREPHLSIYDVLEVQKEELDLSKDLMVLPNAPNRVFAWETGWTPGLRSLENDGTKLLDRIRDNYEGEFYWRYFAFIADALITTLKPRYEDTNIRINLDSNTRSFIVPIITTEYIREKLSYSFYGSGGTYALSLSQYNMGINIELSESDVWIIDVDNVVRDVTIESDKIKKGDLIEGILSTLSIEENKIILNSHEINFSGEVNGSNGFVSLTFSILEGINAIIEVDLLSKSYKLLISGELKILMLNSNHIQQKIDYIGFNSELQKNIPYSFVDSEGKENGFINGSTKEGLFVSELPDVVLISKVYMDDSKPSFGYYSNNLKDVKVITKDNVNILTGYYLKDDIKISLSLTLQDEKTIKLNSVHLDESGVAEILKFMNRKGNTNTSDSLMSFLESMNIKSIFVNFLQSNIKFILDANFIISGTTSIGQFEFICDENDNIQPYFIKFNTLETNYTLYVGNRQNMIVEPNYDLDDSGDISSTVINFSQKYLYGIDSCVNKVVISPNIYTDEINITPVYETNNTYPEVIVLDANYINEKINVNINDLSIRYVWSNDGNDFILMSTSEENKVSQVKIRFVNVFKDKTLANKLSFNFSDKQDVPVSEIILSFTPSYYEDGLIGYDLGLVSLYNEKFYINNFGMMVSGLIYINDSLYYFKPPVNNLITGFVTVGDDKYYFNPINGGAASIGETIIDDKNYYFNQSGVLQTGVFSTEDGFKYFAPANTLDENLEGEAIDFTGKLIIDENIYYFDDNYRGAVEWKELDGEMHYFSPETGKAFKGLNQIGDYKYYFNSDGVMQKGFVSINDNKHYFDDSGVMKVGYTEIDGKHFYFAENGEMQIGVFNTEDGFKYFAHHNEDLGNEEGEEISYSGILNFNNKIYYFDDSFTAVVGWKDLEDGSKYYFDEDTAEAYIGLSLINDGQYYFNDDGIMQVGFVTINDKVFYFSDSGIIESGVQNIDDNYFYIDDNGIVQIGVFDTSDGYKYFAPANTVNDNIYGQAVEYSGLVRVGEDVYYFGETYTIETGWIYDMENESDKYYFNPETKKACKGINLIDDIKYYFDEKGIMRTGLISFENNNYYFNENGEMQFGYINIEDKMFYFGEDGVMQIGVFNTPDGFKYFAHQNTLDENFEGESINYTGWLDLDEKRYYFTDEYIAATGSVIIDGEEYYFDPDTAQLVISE
Active calls of the source: *.

SMILES	TcdB GH inh
Cc1ccc(S(=O)(=O)N(C)C[C@@H]2OCCCC[C@H](C)Oc3ccc(NS(C)(=O)=O)cc3C(=O)N([C@H](C)CO)C[C@@H]2C)cc1	1.5
COc1cccc(S(=O)(=O)Nc2ccc3c(c2)[C@H]2C[C@@H](CC(=O)NCCc4ccccc4)O[C@@H](CO)[C@H]2O3)c1	-0.1
O=C(C[C@@H]1CC[C@@H]2[C@H](COC[C@H](O)CN2C(=O)c2ccccn2)O1)NC1CCC1	12*
CCCC(=O)Nc1ccc2c(c1)OC[C@@H](C)N(S(=O)(=O)c1cn(C)cn1)C[C@@H](C)[C@H](OC)CN(C)C2=O	-0.5
COc1ccc(NC(=O)N(C)C[C@H]2OCCCC[C@H](C)Oc3ccc(NC(=O)NC4CCCCC4)cc3C(=O)N([C@H](C)CO)C[C@@H]2C)cc1	-0.5
Cc1noc(C)c1S(=O)(=O)Nc1ccc2c(c1)C(=O)N([C@H](C)CO)C[C@@H](C)[C@H](CN(C)Cc1ccc(C(=O)O)cc1)O2	-0.3
C[C@@H]1CCCCO[C@H](CN(C)Cc2ccccc2)[C@H](C)CN([C@H](C)CO)C(=O)c2cc(NS(=O)(=O)c3ccc(Cl)cc3)ccc2O1	0.7
CN(C)C(=O)c1cccc(-c2ccc([C@@H]3[C@H](C#N)N(C(=O)C4CC4)[C@H]3CO)cc2)c1	0.6
CO[C@@H](CN(C)Cc1cc(F)ccc1F)[C@H](C)CN(C(=O)Nc1ccc(C(F)(F)F)cc1)[C@H](C)CO	0.6
C[C@@H]1CN([C@H](C)CO)C(=O)c2cc(Br)cnc2O[C@@H]1CN(C)Cc1ccccn1	-0.9
CCCNC(=O)N(C)C[C@H]1Oc2ncc(C#CC3CCCCC3)cc2C(=O)N([C@@H](C)CO)C[C@H]1C	0.9
CCCN(C)C[C@H]1OCCCC[C@H](C)Oc2ccc(NS(=O)(=O)c3ccc(Cl)cc3)cc2C(=O)N([C@H](C)CO)C[C@H]1C	1.6
CCN1[C@H](C(=O)NCc2ccccc2)[C@@H](CO)[C@@H]2Cn3c(ccc(-c4ccccc4)c3=O)[C@@H]21	0.3
CC(C)CC#Cc1ccc2c(c1)O[C@@H](CN(C)C(=O)CN(C)C)[C@H](C)CN([C@@H](C)CO)S2(=O)=O	-0.4
C[C@H]1CN([C@@H](C)CO)C(=O)c2cccc(NC(=O)CCCCCC(=O)Nc3ccccc3N)c2O[C@@H]1CN(C)Cc1ccc(Oc2ccccc2)cc1	0.4
Cc1noc(C)c1NC(=O)N(C)C[C@@H]1OCCCC[C@@H](C)Oc2ccc(NC(=O)CCC(F)(F)F)cc2C(=O)N([C@H](C)CO)C[C@@H]1C	-1.2
C[C@@H](NC(=O)C[C@@H]1CC[C@H]2[C@@H](COC[C@H](O)CN2C(=O)Nc2cccc(F)c2)O1)c1ccccc1	-0.6
Nc1nc2c(ncn2[C@@H]2O[C@H](C(=O)NCC(c3ccccc3)c3ccccc3)[C@@H](O)[C@H]2O)c(=O)[nH]1	1.7
CCCN1[C@@H]2c3ccc(-c4ccccc4F)c(=O)n3C[C@H]1[C@H](CO)[C@H]2C(=O)NCC	-0.1
CO[C@@H]1CN(C)C(=O)c2ccc(NS(=O)(=O)c3ccc(Cl)cc3)cc2OC[C@H](C)N(C)C[C@@H]1C	-1.1
C[C@H]1CN([C@@H](C)CO)C(=O)c2cc(C#CC3CCCCC3)cnc2O[C@@H]1CN(C)C(=O)NC1CCCC1	-15
O=C(Nc1cccc(F)c1)N[C@H]1CC[C@@H](CCn2cc(Cc3ccccc3)nn2)O[C@@H]1CO	0.4
O=S(=O)(c1cccc(F)c1)N1CC[C@@H]2[C@H](CO)Nc3ccc(C#Cc4ccccc4F)cc3[C@@H]21	-2.3
C[C@H]1CCCCO[C@H](CN(C)C(=O)Nc2ccc(C(F)(F)F)cc2)[C@@H](C)CN([C@@H](C)CO)C(=O)c2cc(NC(=O)c3ccccc3)ccc2O1	-2.2
COc1ccc(NC(=O)Nc2ccc3c(c2)C(=O)N([C@H](C)CO)C[C@H](C)[C@H](CN(C)C)OCCCC[C@H](C)O3)cc1	0.5
C[C@H](CO)N1C[C@H](C)[C@H](CN(C)C(=O)Nc2ccc(F)cc2)OCCCC[C@H](C)Oc2ccc(NC(=O)c3ccncc3)cc2C1=O	-1.6
CC(C)NC(=O)Nc1ccc2c(c1)CC(=O)N([C@@H](C)CO)C[C@@H](C)[C@H](CN(C)Cc1ccc3c(c1)OCO3)O2	-0.9
Cc1cccc(-c2ccc([C@H]3[C@H]4CN(C(=O)c5cccnc5)CCCCN4[C@H]3CO)cc2)c1	-0.7
CO[C@H]1CN(C)C(=O)c2cc(NS(=O)(=O)c3ccccc3)ccc2OC[C@H](C)N(Cc2nccs2)C[C@H]1C	0.8
C[C@H](CO)N1C[C@H](C)[C@H](CN(C)Cc2ccc(Cl)c(Cl)c2)Oc2ccc(NC(=O)Nc3ccc(C(F)(F)F)cc3)cc2C1=O	0.4
O=C(C1CCC1)N1CC2(C1)[C@H](c1ccccc1)[C@H](CO)N2C(=O)NC1CCCC1	-3.3
COc1cccc(S(=O)(=O)N(C)C[C@H]2Oc3cc(C#CCC(C)C)ccc3S(=O)(=O)N([C@@H](C)CO)C[C@H]2C)c1	1.1
C[C@H](CO)N1C[C@H](C)[C@@H](CN(C)S(=O)(=O)c2cn(C)cn2)Oc2ccc(NC(=O)Nc3ccc(C(F)(F)F)cc3)cc2CC1=O	0.1
COC(=O)C1=CN(c2ccc(C(C)(C)C)cc2)C(N)=C(C#N)C1c1cccc2ccccc12 (configuration not stated)	-1.0
O=C(C1CCCCC1)N1C[C@H]2[C@@H](c3ccccc31)[C@H](CO)N2C(=O)Cc1ccccn1	-0.8
CCN(C[C@H]1[C@@H](c2ccccc2)[C@H](CO)N1C(=O)COC)S(C)(=O)=O	2.2
COc1cccc(C(C(=O)NC2CCCC2)N2CCN(c3ncccc3C#N)CC2)c1OC (configuration not stated)	0.2
CCC(=O)N(C)C[C@H]1Oc2ncc(-c3ccc(C#N)cc3)cc2C(=O)N([C@H](C)CO)C[C@@H]1C	0.3
C[C@@H]1CN([C@H](C)CO)C(=O)c2ccccc2-c2ccccc2CO[C@H]1CN(C)C(=O)Nc1ccc(-c2ccccc2)cc1	0.8
O=C(Nc1ccc2ccccc2c1)C(c1ccccc1F)n1c(=O)c(-c2cc3ccccc3[nH]2)nc2ccccc21 (configuration not stated)	0.0
CO[C@H]1CC[C@H]2CCOc3ccc(C#N)cc3C(=O)N(C)C[C@@H](OC)[C@H](C)C(=O)N(C)C[C@H]1O2	-1.3
CCC(=O)Nc1ccc2c(c1)C(=O)N(C)[C@@H]1CC[C@H](CC(=O)NC3Cc4ccccc4C3)O[C@H]1CO2	-0.3
CCCNC(=O)[C@@H]1[C@@H](CO)[C@@H]2Cn3c(ccc(C4=CCCC4)c3=O)[C@@H]2N1C(=O)CC1CC1	-0.5
COc1ccc(NC(=O)N(C)C[C@@H]2OCCCC[C@H](C)Oc3ccc(NC(=O)Nc4ccc5c(c4)OCO5)cc3C(=O)N([C@H](C)CO)C[C@@H]2C)cc1	-3.1
CC(C)NC(=O)N(C)C[C@H]1Oc2cc(C3=CCCCC3)ccc2S(=O)(=O)N([C@H](C)CO)C[C@@H]1C	-1.9
CC(C)NC(=O)Nc1ccc2c(c1)CC(=O)N([C@H](C)CO)C[C@@H](C)[C@H](CN(C)C(=O)Nc1ccc3c(c1)OCO3)O2	1.4
C[C@H]1[C@H](c2ccccc2)Oc2cccc(NCCc3ccccc3)c2S(=O)(=O)N1Cc1cccc(Cl)c1	-0.6
CO[C@H]1CN(C)C(=O)c2ccc(NS(=O)(=O)c3cn(C)cn3)cc2OC[C@@H](C)NC[C@@H]1C	-3.7
C[C@@H]1CN([C@@H](C)CO)C(=O)Cc2cc(NC(=O)Nc3cccc4ccccc34)ccc2O[C@@H]1CN(C)C(=O)Nc1ccc(F)cc1	-0.4
CCC(=O)N1[C@H](CO)[C@H](c2ccc(-c3ccccc3)cc2)[C@H]1CNC(=O)C1CC1	1.2
COc1ccc(S(=O)(=O)N(C)C[C@@H]2OCCCC[C@H](C)Oc3ccc(NC(=O)Nc4ccc(F)cc4)cc3C(=O)N([C@H](C)CO)C[C@H]2C)cc1	0.7
O=C(C[C@@H]1C[C@@H]2c3cc(NC(=O)c4ccc5c(c4)OCO5)ccc3O[C@@H]2[C@@H](CO)O1)NCc1cccc(F)c1	17*
COc1ccccc1S(=O)(=O)N(C)C[C@@H]1Oc2ncc(-c3ccc(C)cc3)cc2C(=O)N([C@@H](C)CO)C[C@H]1C	0.1
CN1OC[C@@H]2CN[C@H](c3ccc(N4CCCCC4)cc3)C[C@@H]21	0.5
C[C@H]1CN([C@@H](C)CO)C(=O)Cc2cc(NC(=O)Nc3ccc(F)cc3)ccc2O[C@@H]1CN(C)C(=O)Nc1ccc(F)cc1	0.0
C[C@@H]1CCCCO[C@@H](CN(C)C(=O)c2ccccc2)[C@H](C)CN([C@H](C)CO)C(=O)c2cc(NS(=O)(=O)c3cccs3)ccc2O1	0.7
C[C@@H]1CCCCO[C@H](CN(C)S(=O)(=O)c2cn(C)cn2)[C@@H](C)CN([C@H](C)CO)C(=O)c2cc(NC(=O)CCC(F)(F)F)ccc2O1	-0.6
C[C@@H]1CN([C@@H](C)CO)C(=O)c2cccc(NS(=O)(=O)c3cccs3)c2O[C@H]1CN(C)CC1CCCCC1	0.9
CO[C@@H]1CN(C)C(=O)c2cc(NC(=O)C3CC3)ccc2OC[C@@H](C)N(Cc2ccc(F)cc2)C[C@H]1C	0.1
O=C(C[C@H]1C[C@H]2c3cc(NS(=O)(=O)c4ccc(F)cc4)ccc3O[C@H]2[C@@H](CO)O1)NCc1ccccn1	-0.4

7 compounds picked at random from those above, as already listed:
SMILES	TcdB GH inh
CO[C@H]1CN(C)C(=O)c2ccc(NS(=O)(=O)c3cn(C)cn3)cc2OC[C@@H](C)NC[C@@H]1C	-3.7
COc1ccc(S(=O)(=O)N(C)C[C@@H]2OCCCC[C@H](C)Oc3ccc(NC(=O)Nc4ccc(F)cc4)cc3C(=O)N([C@H](C)CO)C[C@H]2C)cc1	0.7
C[C@@H]1CN([C@@H](C)CO)C(=O)Cc2cc(NC(=O)Nc3cccc4ccccc34)ccc2O[C@@H]1CN(C)C(=O)Nc1ccc(F)cc1	-0.4
C[C@H]1[C@H](c2ccccc2)Oc2cccc(NCCc3ccccc3)c2S(=O)(=O)N1Cc1cccc(Cl)c1	-0.6
C[C@@H]1CN([C@@H](C)CO)C(=O)c2cccc(NS(=O)(=O)c3cccs3)c2O[C@H]1CN(C)CC1CCCCC1	0.9
COc1ccccc1S(=O)(=O)N(C)C[C@@H]1Oc2ncc(-c3ccc(C)cc3)cc2C(=O)N([C@@H](C)CO)C[C@H]1C	0.1
CC(C)NC(=O)Nc1ccc2c(c1)CC(=O)N([C@H](C)CO)C[C@@H](C)[C@H](CN(C)C(=O)Nc1ccc3c(c1)OCO3)O2	1.4

The list continues.
SMILES	TcdB GH inh
CN1C(=O)c2cc(NC(=O)c3cnccn3)ccc2OC[C@H]2O[C@@H](CC(=O)NC3CCC3)CC[C@H]21	0.8
COC(=O)[C@@H]1[C@@H](CO)[C@@H]2Cn3c(ccc(-c4ccc(F)cc4)c3=O)[C@@H]2N1C(=O)C1CCC1	-0.6
CCC(=O)N1CC2(C1)[C@H](c1ccccc1)[C@H](CO)N2Cc1cccc(Cl)c1	-0.6
COC(=O)C1(C(=O)OC)C[C@H](c2ccccc2)N(Cc2ccccc2OC)[C@@H]1c1ccccc1	-0.1
Cc1noc(C)c1NC(=O)Nc1ccc2c(c1)CC(=O)N([C@@H](C)CO)C[C@@H](C)[C@@H](CN(C)Cc1ccncc1)O2	0.2
C[C@@H]1CCCCO[C@H](CN(C)C(=O)Cc2ccccc2)[C@H](C)CN([C@@H](C)CO)C(=O)c2cc(NC(=O)Cc3ccccc3)ccc2O1	0.0
O=C(O)C[C@@H]1CC[C@H](NC(=O)CCN2CCCCC2)[C@@H](CO)O1	0.0
CCCC(=O)Nc1ccc2c(c1)OC[C@H](C)N(C(=O)CC1CC1)C[C@H](C)[C@H](OC)CN(C)C2=O	-0.4
O=C(NCC[C@H]1CC[C@H](NC(=O)C2CC2)[C@H](CO)O1)Nc1ccc(C(F)(F)F)cc1	-1.6
CC(C)NC(=O)N[C@@H]1C=C[C@@H](CC(=O)N2CCCCC2)O[C@@H]1CO	-0.7
C[C@H]1CN([C@@H](C)CO)C(=O)c2cc(Br)cnc2O[C@H]1CN(C)Cc1ccccc1	0.4
C[C@@H]1CCCCO[C@@H](CN(C)C(=O)NC2CCCCC2)[C@@H](C)CN([C@H](C)CO)C(=O)c2cc(NS(=O)(=O)c3cccs3)ccc2O1	0.1
O=C(C[C@H]1CC[C@H]2[C@@H](COC[C@@H](O)CN2S(=O)(=O)c2cccc(F)c2)O1)NCCCN1CCOCC1	0.5
COCCNC(=O)C[C@@H]1CC[C@H]2[C@H](COc3ccc(NC(=O)Cc4ccccc4)cc3C(=O)N2C)O1	-0.5
COc1ccccc1NC(=O)N1CC(=O)N2[C@H](CO)[C@@H](c3ccc(-c4ccccc4)cc3)[C@H]2C1	0.4

Two entries from above in another layout.
molecule,TcdB GH inh
C[C@@H]1CCCCO[C@H](CN(C)C(=O)Cc2ccccc2)[C@H](C)CN([C@@H](C)CO)C(=O)c2cc(NC(=O)Cc3ccccc3)ccc2O1,0.0
COc1ccccc1NC(=O)N1CC(=O)N2[C@H](CO)[C@@H](c3ccc(-c4ccccc4)cc3)[C@H]2C1,0.4

Following part
SMILES	TcdB GH inh
O=C(c1cccnc1)N1CC(=O)N2[C@H](CO)[C@H](c3ccc(/C=C/c4ccccc4)cc3)[C@@H]2C1	-5.2
C[C@H]1CN([C@@H](C)CO)C(=O)Cc2cc(NC(=O)Cc3ccccc3)ccc2O[C@H]1CN(C)Cc1ccncc1	1.6
O=C(Nc1ccc(Cl)c(Cl)c1)N[C@@H]1CC[C@@H](CCn2cc(C3CCCC3)nn2)O[C@H]1CO	1.2
COc1ccccc1-c1ccc2c(c1)O[C@H](CN(C)C(=O)Nc1cccc(F)c1)[C@@H](C)CN([C@@H](C)CO)S2(=O)=O	-0.6
C[C@@H]1CCCCO[C@H](CN(C)Cc2ccc(Cl)c(Cl)c2)[C@@H](C)CN([C@@H](C)CO)C(=O)c2cc(N(C)C)ccc2O1	-8.3

Some of the compounds tested. The share of hits here may be higher or lower than overall.
